NTR1 agonist: agonists of NTR1, primary screen, imaging, U2OS cells, beta-arrestin-GFP, high content (AID 493036). NTR1-U2OS beta-arrestin-GFP spot imaging, agonist mode. activation, % at 20 µM. actives 0.17% (n = 330,000). Neurotensin receptor type 1 (Homo sapiens), P30989;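 active = activation at or above 40% of the spot to cytoplasm intensity ratio, with at least 20 cells analyzed; inconclusive = wells under 20 cells, flagged as cytotoxic or low count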;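 note: 0% = DMSO without peptide and 100% = 100 nM NTR1 peptide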
Target sequence (P30989 whole entry, looked up): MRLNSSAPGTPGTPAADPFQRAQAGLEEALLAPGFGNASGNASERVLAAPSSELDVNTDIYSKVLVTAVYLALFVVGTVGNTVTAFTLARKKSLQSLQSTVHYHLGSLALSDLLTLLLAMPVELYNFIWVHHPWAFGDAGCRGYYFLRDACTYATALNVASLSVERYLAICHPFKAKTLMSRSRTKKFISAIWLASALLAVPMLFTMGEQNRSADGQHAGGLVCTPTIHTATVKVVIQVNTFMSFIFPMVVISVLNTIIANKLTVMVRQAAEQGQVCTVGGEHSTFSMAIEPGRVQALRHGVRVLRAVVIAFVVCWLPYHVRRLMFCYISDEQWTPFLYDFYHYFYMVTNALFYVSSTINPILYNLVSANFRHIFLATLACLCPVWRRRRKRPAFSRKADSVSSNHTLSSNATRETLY
SIAH1 antagonists: Siah-1 peptide-binding antagonists, primary screen, biochemical, fluorescence polarization, rhodamine-plectin, uHTS (AID 1817). E3 ubiquitin-protein ligase SIAH1 (Homo sapiens). Siah-1 / rhodamine-plectin peptide fluorescence polarization; higher % means a stronger effect. displacement, % at 20 µM; hits with a dose series show IC50 in µM. actives 0.02% (n = 290,000);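 active = displacement of at least 50% at 20 µM, with a fluorescence ratio check between 0.3 and a set limit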;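 note: plate controls were Siah plus tracer with DMSO for no effect and tracer alone without Siah for full effect; strong numbers were not always called active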
UTI89 phage lysis: inhibition of K1F phage lysis, E. coli UTI89, bacterial capsule biogenesis inhibitors, alamar blue (AID 488966). inhibition, % at 100 µM, or IC50 in µM where a hit was titrated. E. coli UTI89 K1F phage lysis, alamar blue, 2 h; higher % means a stronger effect. actives 0.02% (n = 340,000);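 active = phage lysis inhibition, versus mean bacterial control, above a set limit; inconclusive = no clear call, values can overlap the other calls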;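 note: capsule biogenesis inhibitors block K1F phage lysis so surviving cells raise fluorescence; higher fluorescence means more inhibition of phage lysis; actives were called in the ten point dose series up to 300 µM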
AID2073: inhibitors of Mint1-CaV2.2 protein interaction, biochemical, HTRF (AID 2073); actives 0.19% (n = 290,000); inhibition, % at 20 µM; hits with a dose series show IC50 in µM; Voltage-dependent N-type calcium channel subunit alpha-1B (Homo sapiens); HTRF protein-protein interaction, Mint1-CaV2.2; higher % means a stronger effect; in the data active = inhibition mostly above about 51%, no sharp cut-off; inconclusive = no clear call, values can overlap the other calls; inactive = mostly below about 53%; note: some results filed as inactive read as strong as hits
West Nile virus CPE: West Nile virus antiviral activity, cell-based, CPE readout (AID 1621) | West Nile virus-infected cells, CPE inhibition; higher % means a stronger effect | CPE inhibition, % at 10 µM; hits with a dose series show IC50 in µM | actives 0.02% (n = 290,000); in the data active = a potency from the dose series; inconclusive = CPE inhibition mostly from about 3.7% at the one dose, without a potency; inactive = the rest, 99 in 100 with CPE inhibition below about 2.2%; note: strong numbers were not always called active
RSV CPE inhibition: RSV antiviral activity via CPE protection, HEp-2 cells, primary 10 µM value included (AID 2391); HEp-2 cells, RSV-induced CPE inhibition; higher % means a stronger effect; CPE inhibition, % at 10 µM; hits with a dose series show IC50 in µM; actives 0.13% (n = 310,000); in the data active = a potency from the dose series; inconclusive = CPE inhibition mostly from about 23% at the one dose, without a potency; inactive = the rest, 99 in 100 with CPE inhibition below about 21%; note: strong numbers were not always called active
SV40 large T antigen: SV40 large T antigen inhibitors, biochemical (AID 1903). SV40 large T antigen ATPase/helicase inhibition assay; higher % means a stronger effect. inhibition, % at 20 µM; hits with a dose series show IC50 in µM. actives 0.39% (n = 310,000); in the data active = a potency from the dose series; inconclusive = inhibition mostly from about 32% at the one dose, without a potency; inactive = the rest, 99 in 100 with inhibition below about 32%; note: strong numbers were not always called active
NS5 inhibitors: Dengue-2 NS5 methyltransferase inhibitors, primary screen, biochemical, confirmation dose response (AID 588689) | Dengue-2 NS5 methyltransferase capping enzyme assay, biochemical; higher % means a stronger effect | inhibition, % at 25 µM; hits with a dose series show IC50 in µM | actives 0.3% (n = 340,000); in the data active = a potency from the dose series; inconclusive = inhibition above about 29% without an active follow-up result
Rac1 GTP hydrolysis: MgcRacGAP GTPase-activating activity inhibitors, confirmation, biochemical, ADP Hunter fluorescence. Rac GTPase-activating protein 1 (Homo sapiens). MgcRacGAP-stimulated Rac1 GTP hydrolysis, ADP Hunter fluorescence; higher % means a stronger effect; GST-tagged Rac1 F28L mutant substrate. one-dose inhibition, % at 30 µM; IC50 in µM for titrated hits. actives 0.6% (n = 340,000);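 active = first-screen hits whose inhibition reached a set limit at any dose in the follow-up dose series; inconclusive = inhibition above the set first-screen limit but never retested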;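 note: fluorescence reports GDP produced by GAP-driven GTP hydrolysis; strong numbers were not always called active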
NTR1 agonist cell count 20 µM: recorded beside NTR1 agonist, whose call it bears; cell count; measured here: cell count, cytotoxicity flag
Active calls of the source: *; ? = inconclusive; nt = not tested or not shown; [ ] = another dose, or the depositor's remark.

SMILES,NTR1 agonist,NTR1 agonist cell count 20 µM,SIAH1 antagonists,UTI89 phage lysis,AID2073,West Nile virus CPE,RSV CPE inhibition,SV40 large T antigen,NS5 inhibitors,Rac1 GTP hydrolysis
COc1ccc(C(=O)Nc2c3c(nn2-c2cccc(Cl)c2)CS(=O)C3)cc1 (stereo unspecified),-2.3,40,-1.1%,1.2%,7.8%,0.9%,1.7%,12.8%,-1.6%,7.7%
Cc1ccc(C)c(NC(=O)C(OC(=O)c2cnc(C)cn2)c2ccccc2)c1 (stereo unspecified),-0.3,67,nt,1.2%[50 µM],nt,nt,-1.6%,6.3%,3.6%,4.7%
CC1CCCN(C(=O)C2CC(=O)N(c3ccc(Cl)cc3)C2)C1 (stereo unspecified),0.7,47,-2.1%,-0.1%,2.8%,-0.4%,-0.5%,-0.3%,2.5%,7.7%
COc1ccc(CN(C2CCCCC2C)S(=O)(=O)c2ccc(S(=O)(=O)N(C)C)cc2)cc1OC (stereo unspecified),4.7,39,-3.2%,2.1%,3.1%,-0.6%,8.0%,14.6%,1.5%,7.3%
Cc1ccc2[nH]c3c(=O)n(CCC4=CCCCC4)cnc3c2c1,-1.5,40,5.8%,nt,13.0%,0.0%,0.2%,12.4%,nt,nt
O=C(NCc1ccccc1)C(c1ccco1)N(C(=O)c1csnn1)C1CC1 (stereo unspecified),-0.3,48,1.0%,0.2%,-3.3%,-0.8%,1.3%,12.9%,-9.9%,4.5%
C=CCNC(=O)c1ccc(Cn2c(=S)[nH]c3cc4c(cc3c2=O)OCO4)cc1,7.2,93,4.9%,0.9%,-29.2%,0.0%,0.6%,11.8%,-3.8%,4.7%
O=C(Nc1nc2c(F)cccc2s1)C1CC1,-0.1,76,2.8%,1.4%,-11.3%,-0.1%,0.8%,14.1%,-1.4%,10.2%
COc1cccc(N2CCN(C(=O)CCC(=O)c3ccc(Cl)s3)CC2)c1,1.0,68,nt,0.0%[50 µM],nt,nt,0.8%,nt,-5.2%,6.2%
CCOc1ccc(S(=O)(=O)n2ccnc2C)cc1,0.4,54,-2.8%,nt,-2.3%,-0.4%,1.4%,4.3%,nt,nt
CCn1c(SCC(=O)Nc2cccc(F)c2)nc2c(c1=O)SC(C)C2 (stereo unspecified),2.3,54,4.5%,-0.4%,-2.3%,-0.7%,2.9%,21.7%,-2.8%,4.0%
COc1ccc(OC)c(NC(=O)C23CCC(C)(C(=O)C2)C3(C)C)c1 (stereo unspecified),0.1,69,-1.7%,0.3%,3.6%,0.0%,1.5%,1.3%,-7.4%,7.2%
COc1cccc(C2N(Cc3ccccc3)C(=O)C2(F)F)c1OC (stereo unspecified),-2.7,60,7.2%,-0.1%,27.7%,-0.3%,3.7%,10.1%,-2.5%,3.9%
COc1ccccc1C1=NOC(C)(c2sc(-c3ccc(Cl)cc3)nc2C)C1 (stereo unspecified),-3.4,79,-2.8%,1.6%,-1.9%,-1.1%,1.5%,4.0%,-7.0%,11.4%
CCOC(=O)N1CCN(C(=O)C(NC(=O)c2ccc(CC)cc2)C(C)C)CC1 (stereo unspecified),0.8,65,3.6%,-0.2%[50 µM],-5.4%,-1.0%,1.5%,-6.0%,4.1%,5.1%
Cn1cc([N+](=O)[O-])c(C(=O)N(Cc2ccccc2)Cc2ccccc2)n1,1.4,40,-0.4%,4.9%,1.1%,-0.9%,3.2%,-1.6%,32.5%,3.1%
CCOC(=O)c1c(C)[nH]c(C(=O)COC(=O)CSC)c1C,-0.8,44,-1.8%,0.0%,24.4%,0.5%,3.2%,-1.9%,7.6%,4.0%
COc1cc(Cl)c(C)cc1NC(=O)CSc1ccccc1,3.4,103,1.4%,0.3%,-6.7%,-1.0%,5.9%,4.7%,5.5%,9.9%
CC(=O)N1CCN(Cc2nc3cc(Cl)ccc3c(=O)[nH]2)CC1,-0.9,50,-4.0%,0.0%,-0.5%,0.1%,5.3%,0.8%,-4.6%,-1.6%
CCOC(=O)CSc1nc(N)nc(C)c1Cl,-1.0,102,13.3%,-0.4%,-7.6%,0.2%,0.3%,7.5%,0.0%,1.5%
CSc1ccccc1NC(=O)Cn1c([N+](=O)[O-])cnc1C,-0.4,78,-0.7%,0.1%,2.6%,-0.5%,2.3%,5.9%,-0.7%,6.5%
CC(C)C[C@H](NC(=O)[C@@H]1O[C@H]1C(=O)O)C(=O)NCCCCN=C(N)N,3.9,52,5.3%,3.0%,-3.4%,0.1%,-0.4%,7.1%,3.7%,6.5%
CN(C(=S)NC(=O)/C=C/c1ccc(F)cc1)C1CCCCC1,2.1,36,0.3%,-0.7%,-23.5%,-1.1%,2.4%,13.2%,-1.5%,7.2%
CCc1noc(C)c1C(=O)Nc1ccc(C(F)(F)F)cc1,1.0,55,-1.4%,-0.1%,-3.4%,-0.8%,1.7%,30.6%,-1.9%,2.0%
COc1cccc(/C=C2\SC(=S)N(C(C(=O)O)c3ccccc3)C2=O)c1OC (stereo unspecified),-0.6,56,2.6%,0.1%,-13.1%,1.1%,-0.6%,13.4%,49.7µM*,14.1%
CN(Cc1ccco1)C(=O)C1CCC(=O)N(CCc2cccc(F)c2)C1 (stereo unspecified),1.1,45,-0.8%,0.4%,12.6%,0.0%,0.6%,-8.6%,-3.9%,0.3%
CCC(CO)Oc1cc(NCc2ccc(OC)cc2)c2ncn(C(C)C)c2c1 (stereo unspecified),-0.5,43,nt,2.3%,nt,nt,-0.8%,nt,-3.3%,16.4%
Oc1ccc(NCc2cccc(OCc3ccc(F)cc3)c2)cc1,9.4,28,46.8%,0.8%,-3.2%,0.8%,3.2%,29.3%,63.9%,3.6%
Cc1ccc2c(C)c(C(=O)N3CCCC(C(N)=O)C3)oc2c1C (stereo unspecified),1.1,64,0.3%,1.6%[50 µM],10.6%,-0.8%,nt,nt,3.9%,7.9%
CNC(CC(C)C)C(=O)NC1C(=O)NC(CC(N)=O)C(=O)NC2C(=O)NC3C(=O)NC(C(=O)NC(C(=O)O)c4cc(O)cc(O)c4-c4cc3ccc4O)C(O)c3ccc(c(Cl)c3)Oc3cc2cc(c3OC2OC(CO)C(O)C(O)C2OC2C[C@](C)(N)C(O)C(C)O2)Oc2ccc(cc2Cl)C1O (stereo partly specified),-0.1,43,nt,-9.7%,nt,nt,-1.4%,15.1%,5.1%,3.5%
O=c1[nH]c(C2CCN(S(=O)(=O)c3ccccc3)CC2)nc2c1nnn2Cc1ccccc1,2.3,62,-2.8%,-0.1%,-3.4%,-0.3%,19.1%,18.3%,-9.8%,4.1%
CCOc1ccc(NC(=O)CN2CCN(CC(=O)Nc3ccc(OC)cc3OC)CC2)cc1,-0.6,96,1.4%,-0.1%,6.1%,-0.3%,3.9%,-0.4%,2.0%,8.8%
CCN(C(=O)CSc1nc(N)cc(=O)[nH]1)c1c(N)n(Cc2ccccc2)c(=O)[nH]c1=O,-1.9,55,nt,1.2%[50 µM],nt,nt,-1.6%,5.0%,4.3%,4.0%
CCN(CC)C(=O)COc1coc(CN2CCN(c3ccccc3F)CC2)cc1=O,-0.9,67,4.2%,0.2%,-4.5%,-0.4%,0.0%,8.3%,-7.0%,-0.9%
CCOc1ncccc1C(=O)NNC(=O)c1cccc(S(=O)(=O)Nc2ccc(OC)cc2)c1,1.4,55,4.9%,-0.1%,4.3%,-0.7%,8.5%,26.3%,-7.7%,4.6%
O=C(O)c1ccc(CNS(=O)(=O)c2ccc3ccccc3c2)cc1,-1.0,51,2.3%,0.4%,1.8%,0.4%,0.6%,-2.1%,-12.5%,5.1%
COc1ccc(-c2nc(CS(=O)CC(=O)NCc3ccc(F)cc3)c(C)o2)cc1 (stereo unspecified),2.1,75,11.8%,-0.1%,-3.4%,-0.2%,2.7%,2.3%,-10.5%,5.7%
CC(C)c1ccccc1NC(=O)COc1ccc(C(=O)NCCc2ccccc2)cc1,1.3,50,0.3%,6.2%,1.7%,-0.8%,2.9%,6.6%,-13.1%,5.6%
O=C(Nc1nc(-c2ccco2)c(-c2ccco2)s1)C1CC(=O)N(c2ccc3c(c2)OCCO3)C1 (stereo unspecified),3.9,44,35.5%,1.0%,66.7%*,0.6%,20.5%,?,-1.6%,9.1%
O=C(CCc1ccccc1)NNC(=O)C12CC3CC(CC(C3)C1)C2,2.6,63,1.7%,3.8%,9.4%,1.6%,0.3%,-5.2%,-4.0%,5.0%
C=CCNc1nc(N)c([N+](=O)[O-])c(Nc2ccccc2OC)n1,4.4,86,7.5%,0.2%,2.6%,0.5%,?,6.9%,-6.5%,6.3%
CCCNC(=S)Nc1cc2oc3ccccc3c2cc1OC,6.1,48,0.8%,1.9%[50 µM],-14.4%,0.7%,-0.7%,12.9%,-5.2%,7.4%
COc1cccc(C2CNC3(CCCC(C)C3)c3[nH]c4ccccc4c32)c1OC (stereo unspecified),9.7,93,-4.3%,0.1%,13.9%,-0.4%,-1.7%,4.6%,2.9%,7.4%
CCOC(=O)c1c(C)[nH]c(C(=O)CSc2nnnn2-c2ccc(C)cc2)c1C,-0.3,50,-0.4%,-0.9%,17.0%,?,-0.9%,11.3%,-3.2%,13.2%
Cc1ccc(NC(=O)N2CCCC2C(=O)NCc2ccccc2Cl)cc1 (stereo unspecified),-0.3,53,0.0%,-1.7%,5.3%,-1.2%,2.0%,29.9%,-2.3%,-0.2%
CCCC(C)C(=O)Nc1cccc(NC(C)=O)c1 (stereo unspecified),0.5,70,2.5%,0.0%,4.1%,0.2%,3.3%,2.0%,-12.1%,-65.7%
COc1ccc(C(=O)Nc2nc(-c3cccs3)c(NC(C)=O)s2)cc1,-0.3,53,1.7%,2.8%,-8.4%,0.0%,1.2%,8.1%,3.3%,8.9%
CCOC(=O)c1cccc(N2C(=O)C3C(C(=O)NC4CC4)C4(C)C=CC3(O4)C2C(=O)NC(C)(C)C)c1 (stereo unspecified),-0.1,84,0.3%,-0.1%,4.6%,-0.6%,1.4%,14.3%,-4.8%,3.4%
Cc1c(Cc2ccccc2)c(=O)oc2cc(OCC(=O)NC(Cc3ccc(Cl)cc3)C(=O)O)ccc12 (stereo unspecified),-0.9,83,4.2%,-0.4%,18.4%,-0.4%,nt,16.1%,6.5%,-3.8%
Brc1ccc2c(c1)C(C1=NCCN1)c1ccccc1CS2 (stereo unspecified),-1.2,59,-3.1%,0.1%,-5.3%,-0.9%,-0.3%,14.2%,3.9%,9.2%
Cc1cc(=O)n2c(nc3ccccc32)[nH]1,-1.1,53,6.8%,0.4%,12.4%,0.8%,4.7%,7.6%,-5.6%,9.6%

Screening data (PubChem BioAssay)
